# H9c2 TAG inh: inhibitors of triacylglycerol accumulation, primary screen, cell-based, uHTS, fluorescence, H9c2; H9c2 cells, Nile Red lipid (TAG) fluorescence; cells loaded with 200 µM oleic acid; inhibition, % at 12.5 µM; hit rate 0.66% among 230,000;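 active means pattern-corrected inhibition of lipid staining of at least 50% with the nuclear-stain viability signal not falling by more than 50%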;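 further: 0% = DMSO wells and 100% = triacsin C control wells; some results filed as inactive read as strong as hits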
# H9c2 TAG inh DAPI viability: further read-out of H9c2 TAG inh, marked with its call; DAPI nuclei signal change (viability), lower = more cytotoxic, %;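 whole-well DAPI fluorescence read on a plate reader as a viability signal; minus 50 percent equals half of cells still viable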
# * = called active by the depositor.
# Preview (three entries):
SMILES,H9c2 TAG inh,H9c2 TAG inh DAPI viability
Cc1c(-c2cccc(Cl)c2)nc2ccccc2c1C(=O)OC/C(O)=C(\C#N)c1nc2ccccc2[nH]1,16.1,-1.5
Cc1ccc(C2CC(=O)NC(SCC(N)=O)=C2C#N)s1 (centres undefined),-1.3,-1.0
Nc1nc(NC(=O)c2cccnc2)nn1-c1ccccc1,0.7,-3.4

# Main list, from the first entry:
SMILES,H9c2 TAG inh,H9c2 TAG inh DAPI viability
Cc1c(-c2cccc(Cl)c2)nc2ccccc2c1C(=O)OC/C(O)=C(\C#N)c1nc2ccccc2[nH]1,16.1,-1.5
Cc1ccc(C2CC(=O)NC(SCC(N)=O)=C2C#N)s1 (centres undefined),-1.3,-1.0
Nc1nc(NC(=O)c2cccnc2)nn1-c1ccccc1,0.7,-3.4
O=C(NCC(=O)N1CCN(S(=O)(=O)c2ccc3c(c2)OCCO3)CC1)c1ccccc1F,-9.1,-1.8
Cc1c(C(=O)OCC(=O)Nc2ccc(C(N)=O)cc2)cccc1[N+](=O)[O-],-15.2,4.9
CCOC(=O)c1ccc(NC(=O)CSc2nc3c(c(=O)n2CC)SC(C)C3)cc1 (centres undefined),7.8,-0.8
CCOc1cc(CN2CCOCC2)cc(C(C)=O)c1,-35.5,16.8
O=[N+]([O-])c1ccc(Cl)cc1C=NNc1ccccn1,-2.0,4.3
Cn1c(SCC(=O)c2ccccc2)nnc1-c1cccc(N)c1,-11.3,0.3
Cc1nc(SCC(O)CO)c([N+](=O)[O-])[nH]1 (centres undefined),-23.6,-2.5
C[C@H]1CN([C@@H](C)CO)C(=O)CCCn2nncc2CO[C@@H]1CN(C)S(=O)(=O)c1ccc2ccccc2c1,12.1,-16.7
CC(C)CNS(=O)(=O)c1ccc(Br)cc1N1CCC[C@@H]1CO,-20.7,4.1
Cc1ccc(-n2c(N)c(-c3nc4ccccc4n3C)sc2=S)cc1,17.4,-2.4
OCCCCCNc1ncnc2ccccc12,-32.0,-7.9
CC(=O)n1c2ccccc2c2c1c1ccccc1n2C,13.4,2.7
CCC(c1nnc(SCC(=O)N2CC3(C)CC2CC(C)(C)C3)o1)N(C)C (centres undefined),16.1,-12.0
O=C(Nc1cccc(OC(F)(F)F)c1)[C@@H]1O[C@H](CO)[C@H](O)[C@H](O)[C@H]1O,-33.5,0.2
O=C(CSc1ncn[nH]1)N1N=C(c2ccc(Cl)cc2)CC1c1ccco1 (centres undefined),-0.3,8.6
CCCCN1C(=S)SC(C)(C)C1/[N+]([O-])=C/c1ccc(S(=O)(=O)NC)cc1 (centres undefined),-12.6,0.7
Cc1ccc(N/C=C/C(=O)c2ccco2)c(O)c1,7.1,-1.7

# A different layout for some results above:
# Values in the order: H9c2 TAG inh | H9c2 TAG inh DAPI viability
> Cc1nc(SCC(O)CO)c([N+](=O)[O-])[nH]1 (centres undefined)
  -23.6 | -2.5
> Cc1ccc(-n2c(N)c(-c3nc4ccccc4n3C)sc2=S)cc1
  17.4 | -2.4
> Cn1c(SCC(=O)c2ccccc2)nnc1-c1cccc(N)c1
  -11.3 | 0.3
> O=C(CSc1ncn[nH]1)N1N=C(c2ccc(Cl)cc2)CC1c1ccco1 (centres undefined)
  -0.3 | 8.6
> CCOc1cc(CN2CCOCC2)cc(C(C)=O)c1
  -35.5 | 16.8
> CCC(c1nnc(SCC(=O)N2CC3(C)CC2CC(C)(C)C3)o1)N(C)C (centres undefined)
  16.1 | -12.0

# Next records:
SMILES,H9c2 TAG inh,H9c2 TAG inh DAPI viability
CCC(=O)N1CCN(c2ccc(NC(=O)c3ccc(C#N)cc3F)cc2Cl)CC1,-6.7,-2.5
O=C(N/N=C/c1ccc(Cl)cc1)c1sccc1OCc1ccc(F)cc1,50.4*,-28.2*
O=C(NCC1COc2ccccc2O1)c1cc(S(=O)(=O)N2CCOCC2)c(Cl)cc1Cl (centres undefined),-4.4,-5.7
COCCn1nnnc1C(c1ccccc1OC)N1CCN(c2ccccc2F)CC1 (centres undefined),11.9,-12.1
Cc1cccc(C(C)C)c1NC(=O)c1ccc(OCC2CCCO2)cc1 (centres undefined),-2.3,1.8
Cc1ccc(O)c(NC(=O)c2cccc(S(=O)(=O)N3CCCCC3)c2)c1,-29.7,-10.5
CC(=O)N1N=C(c2ccc(C)cc2)OC1c1ccc(C(C)C)cc1 (centres undefined),8.1,7.1
C/C(=N/NC(=O)CNC(=O)c1cccs1)c1ccco1,4.2,-10.3
CCCCCCCCCCCCCCCCn1cc[n+](CC(C)=O)c1,34.3,-25.1
CCOC(=O)c1c(NC(=O)COC(=O)c2ccc(Cl)nc2)sc(C(=O)N(C)C)c1C,27.9,-9.4
CCCCOP(=O)(c1ccc(N(C)C)cc1)C(O)c1cccnc1 (centres undefined),-4.0,12.1
CCN(CC)C(=O)C1=C(C)N(Cc2ccc(OC)cc2)C(=O)C(CC(=O)NC2CCCCC2)C1 (centres undefined),8.3,-6.5
O=C(NCc1ccco1)Nc1cccc2ccccc12,1.8,0.4
O=C1N[C@H](Cc2ccccc2)COC(=O)[C@@H](Cc2ccc(F)cc2)C/C=C\C[C@H]1CC(=O)N(CCO)Cc1ccccc1,9.8,-2.8
CC(=O)C(C(c1ccccc1)N1CCCc2ccccc21)N1CCOCC1 (centres undefined),-12.8,-3.9
COc1cc(OC)cc(C(=O)NNC(=O)c2cc(S(=O)(=O)N3CCOCC3)ccc2F)c1,14.1,-2.4
O=C(COC(=O)c1cc(S(=O)(=O)N2CCCCC2)ccc1N1CCOCC1)NCCc1ccc(F)cc1,5.5,-3.0
CCOC(=O)c1ccc(NC(=S)N(CCCN2CCN(CC)CC2)Cc2ccco2)cc1,-7.5,10.8
Cc1cccc(NC(=O)c2ccc(Cl)c(S(=O)(=O)N3CCCC3)c2)n1,-0.9,0.4
C[C@H](O)[C@@H]1C(=O)N2CCc3c([nH]c4ccccc34)[C@@H]2C[C@@H]1N(C)Cc1ccc2c(c1)OCO2,-7.5,3.6

# In another format: entries from further up
# Each structure is followed by: H9c2 TAG inh | H9c2 TAG inh DAPI viability
CC(C)CNS(=O)(=O)c1ccc(Br)cc1N1CCC[C@@H]1CO
 : -20.7 | 4.1
CCOc1cc(CN2CCOCC2)cc(C(C)=O)c1
 : -35.5 | 16.8
O=C(Nc1cccc(OC(F)(F)F)c1)[C@@H]1O[C@H](CO)[C@H](O)[C@H](O)[C@H]1O
 : -33.5 | 0.2

# (further entries)
SMILES,H9c2 TAG inh,H9c2 TAG inh DAPI viability
O=C(NC1CCCCC1)c1cccc(OCc2ccccc2)c1,12.4,-7.0
COc1ccc(-c2cc(C(F)(F)F)n3nc(C(=O)Nc4cc(C)on4)cc3n2)cc1OC,20.5,-4.9
CC(=O)Nc1ccc(OCC(O)CN2CCN(c3ccc(F)cc3)CC2)cc1 (centres undefined),1.8,-6.4
O=C(Nc1nccs1)C(c1ccccc1)N1CCCC1 (centres undefined),-5.1,-5.3
Nc1nonc1-n1nnc(C(=O)O)c1-c1cccs1,-7.3,8.5
CC1CC(C)CN(C(=O)COC(=O)Cc2c[nH]c3ccccc23)C1 (centres undefined),-3.5,-6.7
COc1ccc(OCC(=O)Nc2ccccc2C(=O)N2CCOCC2)cc1,2.7,-0.5
O=C(Cc1ccccc1[N+](=O)[O-])NCC(=O)c1ccc2c(c1)OCO2,1.4,-5.3
CCN(C(=O)CN1CCCc2cc(C)ccc21)c1c(N)n(Cc2ccccc2)c(=O)[nH]c1=O,-4.7,-2.9
COc1ccc(CN2C(=O)C(Cc3ccccc3)Nc3ncnc(N4CCOCC4)c32)cc1 (centres undefined),29.9,-11.7
CCN(CC)C(=O)COc1ccc(Br)cc1Cl,-20.7,-0.8
Cc1ccccc1NC(=O)CSc1nc(=O)n(CCN2CCOCC2)c2c1CCCC2,19.8,-10.2
CC(=O)c1ccc(N=Nc2c(C)[nH][nH]c2=O)cc1,0.6,0.1
CC[C@@]1(c2cccc(C)c2)C(=O)N(C(=O)OC)N1C(=O)OC,-15.5,4.0
COc1ccc(CCNC(=O)c2cccn2C)cc1,-6.2,1.0
O=C(CN1CCN(S(=O)(=O)c2cc(Cl)ccc2Cl)CC1)Nc1ccc2c(c1)OCCO2,-1.0,-1.2
Cc1nn(CC(C)C)c(Cl)c1C(=O)N(C)CC(=O)Nc1c(Cl)cccc1Cl,1.0,-5.4
CC(C)C(=O)NC(=S)NCC(=O)c1ccccc1,-28.6,1.9
CCC1CCc2sc(C(=O)NNC(=O)c3ccncc3)cc2C1 (centres undefined),3.7,-1.5
CC(C)CNC(=O)C1(C)CCCN1C(=O)C(C)(C)Oc1ccc(Cl)cc1 (centres undefined),9.5,-16.7

# Exported with tabs: part of the list above
Compound	H9c2 TAG inh	H9c2 TAG inh DAPI viability
COc1ccc(OCC(=O)Nc2ccccc2C(=O)N2CCOCC2)cc1	2.7	-0.5
O=C(Cc1ccccc1[N+](=O)[O-])NCC(=O)c1ccc2c(c1)OCO2	1.4	-5.3
CCN(C(=O)CN1CCCc2cc(C)ccc21)c1c(N)n(Cc2ccccc2)c(=O)[nH]c1=O	-4.7	-2.9
COc1ccc(CN2C(=O)C(Cc3ccccc3)Nc3ncnc(N4CCOCC4)c32)cc1 (centres undefined)	29.9	-11.7
CCN(CC)C(=O)COc1ccc(Br)cc1Cl	-20.7	-0.8
Cc1ccccc1NC(=O)CSc1nc(=O)n(CCN2CCOCC2)c2c1CCCC2	19.8	-10.2

# Following part
SMILES,H9c2 TAG inh,H9c2 TAG inh DAPI viability
CC(C)(C)n1nc2c(c1NC(=O)COc1ccccc1F)CS(=O)(=O)C2,-9.7,2.8
Cc1ccc(NCc2ccccc2F)cc1,-11.0,14.5
COCc1nnc(NS(=O)(=O)c2ccc(Br)cc2)s1,-28.9,-22.1
CCCn1c(O)c(CN2CCCCC2)c(C)c(C#N)c1=O,4.7,17.2
CCn1cc(S(=O)(=O)CC(=O)Nc2cc(C)ccc2C)c2ccccc21,4.4,-1.8
O=C(Oc1ccccc1F)C1CCN(C(=O)c2ccc(F)cc2)CC1,-11.2,4.6
Cc1ccc(C(=O)Nc2nc(-c3cccnc3)cs2)o1,27.8,-8.5
C=CCOc1ccc(C(c2c(O)nc(SC)[nH]c2=O)c2c(O)nc(SC)[nH]c2=O)cc1,0.4,-9.3
O=C(COc1ccc(F)cc1)Nc1nc(-c2ccccn2)cs1,-10.1,3.6
C(=Nc1ccc(Nc2ccccc2)cc1)c1ccc2ccccc2c1,34.2,-29.1
N#Cc1ccccc1S(=O)(=O)Nc1ccc2c(c1)OCCO2,-0.4,-5.7
CCN(CC(=O)Nc1ccc(Cl)c(C(F)(F)F)c1)CC(=O)NC1CCS(=O)(=O)C1 (centres undefined),4.2,3.8
CN(CC1CCCO1)S(=O)(=O)c1ccc(C(=O)Nc2nc3cc4c(cc3s2)OCO4)cc1 (centres undefined),4.2,-1.8
N=c1oc2ccc(Br)cc2cc1C(=O)NCc1ccc(F)cc1,6.3,-11.5
COC(=O)Cc1c(C)c2ccc(OCC(=O)N3CCCC(C)C3)c(C)c2oc1=O (centres undefined),-5.5,4.7
CCOc1cc(N2CCOCC2)c(OCC)cc1NC(=O)c1cc(C)nc2ccccc12,2.1,-3.5
O=C(Nc1cccc(S(=O)(=O)NC2=NCCCCC2)c1)c1ccc(Cl)cc1,-10.3,1.1
COc1ccc(CNC(=O)CS(=O)Cc2nc(-c3ccc(C)cc3)oc2C)cc1 (centres undefined),-1.5,-1.2
CC(On1nnc2ccccc21)C(=O)N1CCN(Cc2ccccc2)CC1 (centres undefined),1.3,0.2
CCN(C(=S)Nc1cccnc1)c1cccc2ccccc12,10.1,18.4
CN(CCOC(=O)/C=C/c1ccco1)Cc1ccccc1,-1.4,-3.6
CC1CCCN(C(=O)c2ccc3c(c2NCCO)C(=O)c2ccccc2C3=O)C1 (centres undefined),89.7*,-3.5*
COc1ccccc1CCNS(=O)(=O)c1cc2c3c(c1)CCN3C(=O)CC2,-4.5,-1.0
CC(C)(C)n1nnnc1C(c1cccnc1)N1CCOCC1 (centres undefined),10.2,-10.5
CC(SCc1ccccc1)C(=O)NC1CCCC1 (centres undefined),-7.9,-8.4
CCOC(=O)c1oc2ccccc2c1COC(=O)CNC(=O)c1ccco1,9.1,-17.4
Cc1ncoc1C(=O)NC1CCCc2c1cnn2-c1cc(F)cc(F)c1 (centres undefined),0.2,-2.9
Cc1ccc(S(=O)(=O)N2CCOCC2)cc1C(=O)OCC(=O)N(Cc1ccccc1)C(C)C,-10.0,2.5
CCOc1c(Br)cc(/C=N\NC(=O)c2ccccc2)cc1OC,6.5,0.6
O=c1oc(Nc2ccc(F)cc2)nc2ccccc12,11.6,-4.0
COc1ccc(NC(=S)NC(=O)Cc2ccccc2)c(OC)c1,-6.3,-6.9
CC(C)CNC(=O)C1(C)CCCN1C(=O)c1csnn1 (centres undefined),1.8,1.4
Cc1ccc(C)c(S(=O)(=O)Nc2ccc(O)c(Sc3ncn[nH]3)c2)c1,-5.8,0.7

# From PubChem BioAssay

# An excerpt, so the mix of outcomes need not match the whole.
